dFosB act = activators of delta FosB homodimer, primary screen, biochemical, fluorescence polarization, TAMRA-CDK5 oligo, single point; Protein FosB (Mus musculus), P13346; AID 493131, 2011; 0.99% of 340,000 active; activation, % at 25 µM; purified delta FosB; percent of positive-control signal above neutral wells;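 active = mean activation above about 17%, with every replicate also reaching it, limit read from the data, passing the limit was not always enough; inconclusive = only one of the two conditions met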;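 note: fluorescence polarization rise as delta FosB binds a TAMRA Cdk5 AP-1 oligo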
Target sequence (P13346 whole entry, looked up): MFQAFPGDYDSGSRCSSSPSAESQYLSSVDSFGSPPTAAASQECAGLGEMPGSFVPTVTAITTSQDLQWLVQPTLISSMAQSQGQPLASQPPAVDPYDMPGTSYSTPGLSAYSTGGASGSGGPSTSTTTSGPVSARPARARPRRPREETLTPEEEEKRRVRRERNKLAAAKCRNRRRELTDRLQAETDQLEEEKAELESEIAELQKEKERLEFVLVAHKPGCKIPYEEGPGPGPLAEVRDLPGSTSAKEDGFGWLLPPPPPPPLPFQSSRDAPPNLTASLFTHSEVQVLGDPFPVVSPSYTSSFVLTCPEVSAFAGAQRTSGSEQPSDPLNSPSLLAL
NSD2 inh = NSD2 histone methyltransferase inhibitors, primary screen, biochemical, AlphaScreen, single concentration, set 2 | Histone-lysine N-methyltransferase NSD2 (Homo sapiens), O96028 | NSD2 peptide methylation, 120 min | inhibition, % at 12.5 µM | 0.54% of 310,000 active | AID 743445, 2014; in the data active = inhibition above about 50%
Rtt109 HAT inh = inhibitors of C. albicans Rtt109/Vps75 HAT, primary screen, biochemical, ThioGlo CoA-SH fluorescence, plate reader; inhibition, % at 34.9 µM; purified Rtt109/Vps75, 4 h; 0.16% of 330,000 active; Histone acetyltransferase RTT109 (Candida albicans (strain SC5314 / ATCC MYA-2876)), …;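 active = inhibition of at least 50% in every replicate; inconclusive = best replicate reaches 50% inhibition but some replicates fall short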
CAL PDZ FP-1 = CAL PDZ peptide-binding inhibitors, primary screen, biochemical, fluorescence polarization, Cer-tagged CAL PDZ, HTS. purified CAL PDZ, TMR-peptide fluorescence polarization, 1 h. AID 504414, 2011. 0.02% of 330,000 active. Golgi-associated PDZ and coiled-coil motif-containing protein (Homo sapiens), Q9HD26. inhibition, % at 20 µM;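 active = highest replicate inhibition of at least 40%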;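 note: plate controls were DMSO neutral control wells for no effect and unlabeled competitor peptide control wells for full effect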
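Assay system – tagged CAL PDZ protein CerCALP, purified · Timing – 1 h at RT · Compound – single point, 20 µM · Measured by – fluorescence polarization from S- and P-plane intensities, G-factor corrected · Evaluation – inhibition from polarization loss · Probe or stimulus – TMR reporter peptide T*-PRC34 · Buffer or medium – pH 7.4 phosphate-saline buffer, reducing agent, detergent, IgG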
SR-BI DiI inh = inhibitors of SR-BI mediated HDL lipid uptake, primary screen, ldlA[mSR-BI] cells, fluorescence, single point. Scavenger receptor class B member 1 (Mus musculus), Q61009. ldlA[mSR-BI] CHO cells, DiI-HDL uptake fluorescence, 3 h. inhibition, % at 12.5 µM. 0.96% of 320,000 active. AID 488896, 2010;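 active = mean replicate inhibition of at least 70% and a set share of replicates each scoring 70 or more; inconclusive = meets just one of the two criteria; inactive = fails both criteria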;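 note: 0% = median of neutral control wells and 100% = median of positive control wells; values of inactives mirror those of a sister screen read the other way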
Target sequence (Q61009 whole entry, looked up): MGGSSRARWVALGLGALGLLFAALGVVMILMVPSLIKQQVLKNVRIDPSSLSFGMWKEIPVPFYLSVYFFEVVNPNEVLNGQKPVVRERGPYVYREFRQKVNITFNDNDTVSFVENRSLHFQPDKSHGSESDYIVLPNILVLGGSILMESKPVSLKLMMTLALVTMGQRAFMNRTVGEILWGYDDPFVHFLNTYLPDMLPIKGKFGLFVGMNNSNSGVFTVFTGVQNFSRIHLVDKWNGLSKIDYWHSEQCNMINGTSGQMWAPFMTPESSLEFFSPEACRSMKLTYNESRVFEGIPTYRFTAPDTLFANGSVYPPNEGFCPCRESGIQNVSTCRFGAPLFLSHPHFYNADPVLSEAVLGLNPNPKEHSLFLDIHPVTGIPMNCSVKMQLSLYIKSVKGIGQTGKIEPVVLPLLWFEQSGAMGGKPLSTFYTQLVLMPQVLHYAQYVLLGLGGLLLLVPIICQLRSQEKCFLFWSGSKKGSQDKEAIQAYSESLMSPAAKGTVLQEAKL
PfHsp90 set2 = growth inhibition of PfHsp90-expressing yeast, primary screen, antimalarial PfHsp90 inhibitor project, S. cerevisiae, BacTiter-Glo luminescence, single point, set 2. BacTiter-Glo ATP, 48 h; yeast lacking PDR1 and PDR3 efflux regulators. inhibition, % at 9.4 µM. 0.32% of 310,000 active;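 active = every replicate shows inhibition above about 80%, whatever the replicate mean, limit read from the data; inconclusive = mean inhibition reaches the set limit but some replicate falls short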;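 note: 0% = DMSO neutral controls and 100% = 20 µM radicicol positive controls; yeast relying on Plasmodium falciparum Hsp90 in place of its own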
CAL PDZ FP-2 = untagged CAL PDZ binding inhibitors, primary screen, biochemical, fluorescence polarization, HTS | inhibition, % at 24.9 µM | 0.92% of 300,000 active | AID 602252, 2012 | Golgi-associated PDZ and coiled-coil motif-containing protein (Homo sapiens), Q9HD26 | purified CAL PDZ, TMR-peptide fluorescence polarization, 1 h;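 active = mean inhibition of at least 30% with at least half of replicates also reaching 30%; inconclusive = no clear call, values can overlap the other calls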;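 note: 0% = DMSO neutral control and 100% = excess unlabeled competitor peptide PRC23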
SR-BI DiI-HDL act = activators of SR-BI mediated DiI-HDL uptake, primary screen, ldlA[mSR-BI] CHO cells, DiI fluorescence; activation, % at 12.5 µM; 0.096% of 320,000 active; 3 h; 100 = double the neutral-control signal;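 active = mean replicate activation of at least 60% and every replicate at or above 60%; inconclusive = mean or all-replicate condition met, but not both; inactive = mean below 60% and not all replicates reaching 60%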;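 note: 0% = median plate neutral-control signal and 100% = twice that signal; values of inactives mirror those of a sister screen read the other way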
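material = CHO ldlA[mSR-BI] cells | medium = Ham's F12 with 0.5% BSA, HEPES 25 mM, pH 7.4 | reagent = fluorescent DiI-HDL, 10 µg/mL final | compound dosing = single-point compound dose | incubation = 3 h, 37 °C | measured by = bottom-read fluorescence, 550/595 nm | measure = HDL uptake via cellular fluorescence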
MITF TRPM1 HTS = activators of MITF-driven TRPM1 promoter reporter, primary screen, cell-based, SK-MEL-5, luciferase, single point; SK-MEL-5 TRPM1-promoter luciferase, 24 h; % of positive control, neutral wells = 0; activation, % at 12.5 µM; 0.75% of 300,000 active;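 active = mean activation of at least 80% with every replicate also reaching 80%; inconclusive = mean reaches 80% but some replicate falls short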;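 note: 0% = neutral control wells and 100% = parthenolide positive control wells; values of inactives mirror those of a sister screen read the other way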
PvdQ acylase = P. aeruginosa PvdQ acylase inhibitors, primary screen, biochemical, fluorescence, plate reader and imaging, single point; PvdQ acylase [Pseudomonas aeruginosa LESB58]; purified PvdQ acylase; inhibition, % at 10 µM; 0.063% of 340,000 active; AID 488965, 2010; in the data active = inhibition above about 30%, passing the limit was not always enough; inconclusive = no clear call, values can overlap the other calls;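 note: 0% = vehicle neutral wells and 100% = reference inhibitor wells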
The depositor's hits bear a star; ? = inconclusive; . = not tested or not shown. Rows are unselected; any-hit rate near 4.3%.

SMILES	dFosB act	NSD2 inh	Rtt109 HAT inh	CAL PDZ FP-1	SR-BI DiI inh	PfHsp90 set2	CAL PDZ FP-2	SR-BI DiI-HDL act	MITF TRPM1 HTS	PvdQ acylase
Cc1cccc(C)c1OCC(=O)N(Cc1ccc(N(C)C)cc1)C1CCS(=O)(=O)C1 (configuration not stated)	-8	8	21	0.2	-7	8	76*	7	-2	7
CCOC(=O)C1CCCN(c2nc3c(C)cccn3c(=O)c2/C=C(\C#N)C(=O)NCc2ccco2)C1 (configuration not stated)	-2	5	-5	-2.7	8	7	2	-8	4	-10
O=c1[nH]c2cc3c(cc2cc1C(c1nnnn1C1CCCC1)N1CCSCC1)OCCO3 (configuration not stated)	-6	-10	-6	-1.3	-32	4	.	32	3	4
CC(C)(C)c1ccc(S(=O)(=O)Nc2ccc3c(c2)COC3=O)cc1	0	-2	3	-0.9	10	-4	3	-10	3	7
Brc1cc2c(cc1Cn1c(-c3cncs3)nc3ccccc31)OCO2	6	-1	-3	0.3	47	-24	-4	-47	10	2
O=C(Nc1ccccc1C(=O)O)c1cccc(S(=O)(=O)Nc2ccc(Br)cc2)c1	-5	-2	5	-2.4	-35	-21	-13	35	.	1
CCCCN(C)C(=O)c1nc2ccccn2c1CN1CCN(c2cnccn2)CC1	-2	-1	5	0.2	-8	1	8	8	2	2
COc1cc(/C=C2/C(=O)NN(c3ccc(Cl)c(Cl)c3)C2=O)cc([N+](=O)[O-])c1O	-18	33	2	.	.	-29	1	.	9	-7
Cc1cccc(OCCNC(=O)c2cncc(Br)c2)c1	-4	0	.	-3.2	32	-12	-3	-32	-3	2
CCN(CC)S(=O)(=O)c1cccc(C(=O)NCC2CCCCC2)c1	-10	1	-9	-2.5	.	-35	-1	.	-2	-12
Cc1ccc(CN=c2c([N+](=O)[O-])nn(-c3cccc(Cl)c3)n2O)cc1	-4	10	4	1.2	-15	-79	-7	15	-5	3
C#CCN1C(=O)C(O)(CC(=O)c2cccc(OC)c2)c2ccccc21 (configuration not stated)	-4	1	0	-1.7	6	-21	0	-6	-9	-12
Cc1ccc(-c2csc(NC(=O)c3cnccn3)n2)cc1C	-8	-5	4	-3.3	-13	23	-3	13	17	-7
Cc1ccc(NC(=S)NNC(=O)c2nn(C)c(C)c2Cl)cc1	-6	0	2	-1.7	-17	-1	-2	17	?	-16
CN(Cc1ccc(OCC(O)CN(C)Cc2ccccc2)cc1)Cc1nccn1C (configuration not stated)	-6	14	24	-2.4	.	16	0	.	-4	6
Cn1c(-c2ccccc2)c[n+]2c1CCCCC2	1	-1	6	-1.7	-1	16	-5	1	7	-1
COc1ccc(C(=O)NC(=S)Nc2ccc3oc(=O)ccc3c2)cc1OC	-3	0	-1	0.9	20	-29	-2	-20	2	-6
Cc1ccc(NC(=O)NCCN2CCCCC2)cc1Cl	-18	1	-7	-1.3	-14	16	.	14	-6	-18
CCN(CC)CCSc1nc(O)c(C(C)C)c(=O)[nH]1	2	1	-7	0.4	-11	-6	-1	11	9	5
COc1ccc(CN2CCN(Cc3ccon3)CC2CCO)c(C)c1C (configuration not stated)	0	2	15	-2.3	-12	-28	3	12	1	7
CCOC(=O)c1c(-c2ccccc2)csc1N1C(=O)Nc2ccccc2N1O	-1	2	2	-4.3	-17	11	-7	17	0	-1
CCOC(=O)Nc1cc(C(=O)OCC)c(C)nc1C	-7	-3	5	4.0	-10	12	-2	10	-11	-13
O=C(N/N=C/C=C/c1ccccc1)c1cc(C2CC2)[nH]n1	-4	-2	-6	-0.1	-2	-5	-2	2	.	-8
O=C1NCC(=O)N2C(c3ccccc3)c3[nH]c4ccccc4c3C[C@@H]12 (some centres not stated)	-9	4	-3	-1.9	2	1	-1	-2	-5	-13
Cc1ccc(S(=O)(=O)N2CCOCC2)cc1C(=O)Nc1ccc(S(=O)(=O)Nc2nccs2)cc1	-6	5	4	-1.6	.	28	-2	.	1	10
CN(c1ccccc1)S(=O)(=O)c1cccc(C(=O)NCC(=O)Nc2ccc(F)c(F)c2F)c1	-6	.	-7	-0.9	38	.	-10	-38	-6	-13
COc1ccc(OC[C@@H](O)CNC(=O)c2cccc3c2C(=O)c2ccc(Cl)cc2S3(=O)=O)cc1	0	.	-1	0.4	7	6	-1	-7	6	2
O=C(CC(Nc1ccccc1)c1ccc(F)cc1)c1ccccc1 (configuration not stated)	-1	0	2	-0.9	-16	-13	0	16	23	-17
CCOC(=O)c1c(NC=O)sc2c1CCC2	-10	14	-7	0.0	1	7	.	-1	2	-10
CCOc1ccccc1NC(=O)C1CCCN(S(C)(=O)=O)C1 (configuration not stated)	3	8	5	-1.1	-4	0	-5	4	.	-3
CCOc1ccc(C2C3=C(Nc4nc(N)[nH]c(=O)c42)c2ccccc2C3=O)cc1 (configuration not stated)	2	-1	6	-2.5	-9	-21	-3	9	-7	0
Cc1ccc(-n2nc(C(=O)NCc3ccco3)c3c4ccccc4n(C)c3c2=O)cc1	-6	10	2	.	29	-76	-5	-29	-1	-4
COC(=O)c1cc2c(C)[nH]c(C)c2cc(C(=O)OC)c1=O	-1	17	4	-0.7	12	1	-5	-12	18	-11
CC(C(=O)OCC(=O)c1ccccc1)N1C(=O)c2ccccc2C1=O (configuration not stated)	-2	-2	-1	-0.2	0	3	-6	0	7	-7
O=C(c1ccco1)N1CCN(S(=O)(=O)c2ccc(Cl)cc2)CC1	-5	-1	9	-0.2	-2	-25	.	2	-10	3
COC(=O)c1cc(OC)c(OC)cc1NC(=S)NC(=O)c1ccco1	3	-4	-2	-3.3	19	7	-2	-19	11	-7
O=C(Nc1ccc(OC(F)(F)F)cc1)c1ccc2c(c1)no[n+]2[O-]	11	3	2	-1.7	41	4	-5	-41	9	-7
CCC12CN3CCN(CC(C3)/C1=N\NC(=O)c1ccc(Cl)cc1)C2	-3	-2	7	-2.5	2	1	-8	-2	-2	-5
O=C(O)c1ccc(NC(=O)c2cccc(C(=O)Nc3ccc(C(=O)O)cc3)n2)cc1	-5	0	-6	7.0	-21	22	22	21	-2	0
O=C(CCCC(=O)NN=Cc1ccc(Cl)cc1Cl)NN=Cc1ccc(Cl)cc1Cl	-3	-1	-4	-1.1	96*	-4	-1	-96	14	4

Structural class: the compounds so far with a furan ring, fused or not
SMILES	dFosB act	NSD2 inh	Rtt109 HAT inh	CAL PDZ FP-1	SR-BI DiI inh	PfHsp90 set2	CAL PDZ FP-2	SR-BI DiI-HDL act	MITF TRPM1 HTS	PvdQ acylase
CCOC(=O)C1CCCN(c2nc3c(C)cccn3c(=O)c2/C=C(\C#N)C(=O)NCc2ccco2)C1 (configuration not stated)	-2	5	-5	-2.7	8	7	2	-8	4	-10
Cc1ccc(-n2nc(C(=O)NCc3ccco3)c3c4ccccc4n(C)c3c2=O)cc1	-6	10	2	.	29	-76	-5	-29	-1	-4
O=C(c1ccco1)N1CCN(S(=O)(=O)c2ccc(Cl)cc2)CC1	-5	-1	9	-0.2	-2	-25	.	2	-10	3
COC(=O)c1cc(OC)c(OC)cc1NC(=S)NC(=O)c1ccco1	3	-4	-2	-3.3	19	7	-2	-19	11	-7

Laid out differently: entries from further up
Every second line gives: dFosB act, NSD2 inh, Rtt109 HAT inh, CAL PDZ FP-1, SR-BI DiI inh, PfHsp90 set2, CAL PDZ FP-2, SR-BI DiI-HDL act, MITF TRPM1 HTS, PvdQ acylase
COc1ccc(OC[C@@H](O)CNC(=O)c2cccc3c2C(=O)c2ccc(Cl)cc2S3(=O)=O)cc1
  0, ., -1, 0.4, 7, 6, -1, -7, 6, 2
O=C(CC(Nc1ccccc1)c1ccc(F)cc1)c1ccccc1 (configuration not stated)
  -1, 0, 2, -0.9, -16, -13, 0, 16, 23, -17
CCOC(=O)c1c(NC=O)sc2c1CCC2
  -10, 14, -7, 0.0, 1, 7, ., -1, 2, -10
CCOc1ccccc1NC(=O)C1CCCN(S(C)(=O)=O)C1 (configuration not stated)
  3, 8, 5, -1.1, -4, 0, -5, 4, ., -3
CCOc1ccc(C2C3=C(Nc4nc(N)[nH]c(=O)c42)c2ccccc2C3=O)cc1 (configuration not stated)
  2, -1, 6, -2.5, -9, -21, -3, 9, -7, 0

Following part:
SMILES	dFosB act	NSD2 inh	Rtt109 HAT inh	CAL PDZ FP-1	SR-BI DiI inh	PfHsp90 set2	CAL PDZ FP-2	SR-BI DiI-HDL act	MITF TRPM1 HTS	PvdQ acylase
CC(C)N1CCN(Cc2ccc(Oc3ncccn3)cc2)CC1CCO (configuration not stated)	6	-2	-1	-2.9	.	-19	0	.	2	5
COc1cc2cnc(-c3ccccc3)c(-c3ccc(C(F)(F)F)cc3)c2cc1OC	-1	.	-3	-1.5	13	-15	-3	-13	15	6
CCOc1ccc(S(=O)(=O)Nc2ccc(C(=O)NCC(c3ccco3)N3CCCCC3)cc2)cc1 (configuration not stated)	-10	2	18	-1.3	5	23	-17	-5	12	-8
COc1ccc(C(=O)NNC(=O)Cc2nc3ccccc3n2C)cc1	1	4	-4	-1.2	-14	-3	-7	14	4	-14
CCCCn1c(-c2ccccc2C)nc2cc3[nH]c(=O)c(C(C)C)nc3cc21	-3	.	-6	1.3	2	-6	0	-2	7	8
CN(CC(=O)Nc1cc(Cl)ccc1C#N)C1CCS(=O)(=O)C1 (configuration not stated)	0	0	2	-0.7	-7	6	85*	7	-7	-13
Cc1ccc(NC(=O)COc2ccc(N(C)C(=O)C(C)(C)C)cc2)cc1S(=O)(=O)N1CCCCC1	-13	0	7	-1.2	42	-9	0	-42	-26	-4
COc1cc(CCCN2C(=S)NC[C@@H]2CC2CCCCC2)cc(OC)c1OC	2	.	5	-2.5	-12	-21	-3	12	11	2

Source: PubChem
